# bIAP inh – bovine intestinal alkaline phosphatase inhibitors, primary screen, selectivity assay for TNAP inhibitor project, biochemical, bovine IAP, CDP-star luminescence; alkaline phosphatase, intestinal [Bos taurus]; purified bovine IAP, 30 min; inhibition, % at 20 µM; 190,000 tested, under 10 active;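 active means over 50% inhibition of intestinal alkaline phosphatase at 20 µM in the single-dose screen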
#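 Incubation: 30 min reaction at room temperature / Material: purified bovine intestinal alkaline phosphatase (IAP) enzyme / Input: enzyme at 1/65,000,000 dilution / Dosing: 20 µM single dose / Signal: CDP-star luminescence signal / Reagent: CDP-star chemiluminescent phosphatase substrate, 30 µM final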
# TR-FRET SRC-2 ct – TR-FRET signal artefacts, primary screen, artefact control for PPARgamma SRC-2 agonist project, biochemical. TR-FRET artefact counter-screen; hits give high values. TR-FRET ratio at 8 µM. 200,000 tested, 0.4% active. AID 1049, 2008; in the data active means TR-FRET ratio above about 2000; further: inactives centre near 1500
# bIAP act – bovine intestinal alkaline phosphatase activators, primary screen, biochemical, bovine IAP, CDP-star luminescence; alkaline phosphatase, intestinal [Bos taurus]; purified bovine IAP, 30 min; hits give high values; fold of DMSO-control signal, blank-subtracted; activation factor at 20 µM; 200,000 tested, 0.17% active; AID 1016, 2008;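 active means activation factor of 2 or more at 20 µM, a signal rise over negative controls twice the positive control's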
# PPARg SRC-2 ag – agonists of PPARg-SRC-2 recruitment, primary screen, biochemical, HTS | PPARgamma LBD-SRC-2 recruitment | 200,000 tested, 0.34% active | activation, % at 8 µM | Peroxisome proliferator-activated receptor gamma (Homo sapiens), P37231; in the data active means activation above about 22%;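 further: 0% = vehicle and 100% = reference agonist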
# Target sequence (P37231 whole entry, looked up, the tested form may be a part): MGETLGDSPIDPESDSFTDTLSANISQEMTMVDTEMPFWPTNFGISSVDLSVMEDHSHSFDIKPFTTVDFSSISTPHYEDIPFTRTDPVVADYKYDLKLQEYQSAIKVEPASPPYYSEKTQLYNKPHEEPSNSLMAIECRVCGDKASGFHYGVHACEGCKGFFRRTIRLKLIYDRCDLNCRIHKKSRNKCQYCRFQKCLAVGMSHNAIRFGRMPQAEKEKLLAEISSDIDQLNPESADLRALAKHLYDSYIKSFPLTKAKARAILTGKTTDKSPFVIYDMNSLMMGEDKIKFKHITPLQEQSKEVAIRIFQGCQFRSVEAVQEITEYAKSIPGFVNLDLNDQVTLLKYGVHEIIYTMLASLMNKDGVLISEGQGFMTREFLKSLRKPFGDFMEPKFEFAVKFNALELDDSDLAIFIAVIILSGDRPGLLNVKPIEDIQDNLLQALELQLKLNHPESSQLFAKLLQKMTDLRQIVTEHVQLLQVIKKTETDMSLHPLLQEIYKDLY
# TNAP inh hi DEA – human TNAP enzyme inhibitors, primary screen, biochemical, luminescent, high phosphate acceptor level, uHTS | Alkaline phosphatase, tissue-nonspecific isozyme (Homo sapiens), P05186 | purified TNAP, CDP-star luminescence, 1 M DEA | inhibition, % at 20 µM | 200,000 tested, 0.03% active | AID 1135, 2008;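 active means over 50% inhibition of tissue-nonspecific alkaline phosphatase at 20 µM in the single-dose screen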;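 further: plate controls were DMSO wells for no effect and EDTA-quenched wells as full inhibition for full effect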
# Target sequence (P05186 whole entry, looked up): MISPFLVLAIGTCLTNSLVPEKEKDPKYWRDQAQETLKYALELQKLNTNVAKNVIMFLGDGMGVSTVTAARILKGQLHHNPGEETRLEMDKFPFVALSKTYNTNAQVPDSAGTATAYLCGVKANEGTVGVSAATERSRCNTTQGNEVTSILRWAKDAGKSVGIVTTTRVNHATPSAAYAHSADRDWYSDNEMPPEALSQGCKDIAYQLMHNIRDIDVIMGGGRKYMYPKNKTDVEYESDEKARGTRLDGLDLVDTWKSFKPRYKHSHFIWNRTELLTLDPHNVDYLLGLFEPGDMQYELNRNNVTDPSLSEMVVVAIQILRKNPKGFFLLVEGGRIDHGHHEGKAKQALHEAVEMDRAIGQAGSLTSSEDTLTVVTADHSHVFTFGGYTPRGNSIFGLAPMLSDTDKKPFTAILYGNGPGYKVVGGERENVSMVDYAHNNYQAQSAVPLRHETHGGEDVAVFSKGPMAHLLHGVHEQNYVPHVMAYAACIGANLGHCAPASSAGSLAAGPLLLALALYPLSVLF
# HMGR II inh – inhibitors of E. faecalis class II HMGR, primary screen, biochemical, Enterococcus faecalis; 190,000 tested, 0.41% active; HMG-CoA reductase (Enterococcus faecalis, mvaE); inhibition, % at 10 µM; purified E. faecalis HMGR, NADPH absorbance 340 nm kinetic;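 active means inhibition above a set limit, the median over all tested compounds plus 3 SD, cut at about 9.5% in these data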;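 further: enzyme runs in reverse so mevalonate oxidation gives rising NADPH absorbance; 0% = complete reaction with DMSO and 100% = background rate lacking mevalonate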
# PPARg SRC-3 ag – PPARgamma agonists recruiting SRC-3 coactivator, primary screen, biochemical; activation, % at 8 µM; 200,000 tested, 0.26% active; Peroxisome proliferator-activated receptor gamma (Homo sapiens), P37231; AID 731, 2007; biochemical PPARgamma/SRC-3 coactivator recruitment assay; in the data active means activation above about 23%;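 further: 0% = DMSO and 100% = reference agonist; some compounds past the cut are filed as inactive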
# TNAP inh no acc – human TNAP enzyme inhibitors, primary screen, biochemical, luminescent, no phosphate acceptor, uHTS; Alkaline phosphatase, tissue-nonspecific isozyme (Homo sapiens), P05186; purified TNAP, CDP-star luminescence, 30 min; inhibition, % at 20 µM; 200,000 tested, 0.26% active;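 active means tissue-nonspecific alkaline phosphatase inhibition above about 50% at 20 µM in the single-dose screen, limit read from the data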;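 further: 0% = DMSO negative control and 100% = EDTA positive control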
# PPARg SRC1 recr – PPARgamma agonists recruiting SRC-1 coactivator, primary screen, biochemical; AID 631, 2007; 200,000 tested, 0.41% active; activation, % at 8 µM; Peroxisome proliferator-activated receptor gamma (Homo sapiens), P37231; PPARgamma-SRC-1 coactivator recruitment biochemical assay; in the data active means activation above about 19%;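 further: 0% = DMSO and 100% = reference agonist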
# TNAP act hi DEA – TNAP activators at high phosphate acceptor level, primary screen, biochemical, luminescence, uHTS. 200,000 tested, under 10 active. purified TNAP, CDP-star luminescence, 1 M DEA, 30 min; hits give high values; 0 = EDTA background, 1 = DMSO-only activity. AID 1136, 2008. activation factor at 20 µM;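 active means activation factor at least 2 at 20 µM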
#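 system = human TNAP | amount = enzyme diluted 1/800 final | reagent = 100 µM CDP-star substrate | signal = luminescent substrate turnover signal | dosing = one dose, 20 µM | benchmarks = EDTA negative control, DMSO positive control | measure = activation factor | timing = 30 min reaction, room temperature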
# * hit, by the source's call.
SMILES,bIAP inh,TR-FRET SRC-2 ct,bIAP act,PPARg SRC-2 ag,TNAP inh hi DEA,HMGR II inh,PPARg SRC-3 ag,TNAP inh no acc,PPARg SRC1 recr,TNAP act hi DEA
CCCn1c(SCc2nc3ccccc3s2)n[nH]c1=O,7,1726,0.9,8,-2,4,5,-4,4,1
Cc1ccc(-c2nc(C3CCCN(S(=O)(=O)c4ccc(C(C)(C)C)cc4)C3)no2)cc1 (stereo not given),-3,1545,1,10,-4,1,8,-10,0,1
COc1cccc(C2=NOC(C(=O)Nc3cc(C)nn3-c3ccccc3)C2)c1OC (stereo not given),5,1582,0.9,10,-2,3,14,-2,4,1
COc1cccc(N2CC(C(=O)Nc3nnc(SCC(=O)c4ccccc4)s3)CC2=O)c1 (stereo not given),-1,1824,1,-3,-2,-6,-1,-26,8,1
O=C(N/N=C/c1ccccc1[N+](=O)[O-])c1ccc(CN2CCOCC2)cc1,9,1620,0.9,10,-4,0,8,-3,2,1
CCc1ccc(-c2csc(NC(=O)C3=NN(c4ccccc4)C(=O)CC3)n2)cc1,4,1587,1,7,0,-4,2,12,2,1
O=c1[nH]c2ccc(Cl)cc2c(O)c1-c1ccccc1,6,1537,0.9,13,0,1,9,-9,7,1
Cc1cccc(NC(=O)C2SC(=Nc3c(C)cccc3C)C(C(=O)N3CCOCC3)=C2N)c1 (stereo not given),3,1737,1,1,-1,4,3,-10,-2,1
CN1CCCN(C(=O)c2ccc(Cl)c(S(=O)(=O)N(C)c3ccccc3)c2)CC1,0,1494,1,-4,-10,-1,-7,-13,-4,1.1
Cc1cc(C)n2nc(NCc3ccccc3)nc2n1,11,1481,0.9,2,-8,1,-4,-16,-4,1.1
CSc1nc2nccc(-c3ccc(Oc4ccccc4)cc3)n2n1,2,1536,1,-3,-3,1,3,-6,0,1
CN1CCN(CCCNC(=O)c2ccc(CS(=O)(=O)c3ccc(Br)cc3)o2)CC1,4,1553,1,5,-6,-6,10,8,4,1.1
Cc1ccc2c(c1)C(O)(CC(=O)c1cccc(-n3cccc3)c1)C(=O)N2 (stereo not given),24,1662,0.8,6,-2,-1,3,-11,3,1
C=CCn1c(SCc2ccccc2)nc(O)cc1=O,13,1725,0.9,2,0,-6,5,-2,1,1
O=C(CCn1c(=S)oc2ccccc21)Nc1ccc(F)cc1,-4,1550,1,0,-3,-1,2,-18,7,1
COC(=O)CCC(=O)Nc1cccc([N+](=O)[O-])c1,0,1661,1,-3,-8,-3,0,-18,2,1.1
O=C(O)c1cccc(C(=O)c2cccc(C(=O)O)c2)c1,-13,1292,1.1,-2,-3,-1,0,-12,-10,1
COCCN(CC(=O)NCc1ccc2c(c1)OCO2)C(=O)CCC(=O)Nc1nccs1,12,1825,0.9,13,0,-6,-2,-5,-2,1
CCCc1cc(=O)[nH]c(SCC(=O)N2CCN(c3ccc(F)cc3)CC2)n1,13,1543,0.9,8,-11,0,-4,-4,-2,1.1
CCCOc1ccc(NC(=O)CC2C(=O)N(C)C(=S)N2Cc2cccs2)cc1 (stereo not given),2,1691,1,5,3,-6,12,6,5,1
CCC1(C)SC(N)=NN1C(C)=O (stereo not given),-16,1448,1.2,0,-4,-4,-3,-6,-1,1
CCOC(=O)c1c(C)[nH]c(C(=O)/C(C#N)=C/c2ccc(OC(F)F)c(OC)c2)c1C,1,1517,1,6,3,-1,0,-8,2,1
CCN(Cc1ccccc1)C(=O)CCc1nnc(CCCc2ccccc2)o1,2,1447,1,-3,-1,-8,-2,-3,-2,1
COC(=O)c1cc(OC)c(OC)cc1NC(=O)c1cc(OC)cc(OC)c1,8,1542,0.9,11,-12,0,3,2,0,1.1
Cc1cc(C(=O)O)c(C)n1-c1ccccc1,13,1498,0.9,7,-5,-1,-5,-8,-1,1.1

# Compound profiles, as listed above. Order of screens: bIAP inh	TR-FRET SRC-2 ct	bIAP act	PPARg SRC-2 ag	TNAP inh hi DEA	HMGR II inh	PPARg SRC-3 ag	TNAP inh no acc	PPARg SRC1 recr	TNAP act hi DEA
# Profile of `O=C(O)c1cccc(C(=O)c2cccc(C(=O)O)c2)c1` : -13	1292	1.1	-2	-3	-1	0	-12	-10	1
# Profile of `O=C(CCn1c(=S)oc2ccccc21)Nc1ccc(F)cc1` : -4	1550	1	0	-3	-1	2	-18	7	1
# Profile of `COc1cccc(N2CC(C(=O)Nc3nnc(SCC(=O)c4ccccc4)s3)CC2=O)c1` (stereo not given) : -1	1824	1	-3	-2	-6	-1	-26	8	1
# Profile of `COCCN(CC(=O)NCc1ccc2c(c1)OCO2)C(=O)CCC(=O)Nc1nccs1` : 12	1825	0.9	13	0	-6	-2	-5	-2	1

# (continued)
SMILES,bIAP inh,TR-FRET SRC-2 ct,bIAP act,PPARg SRC-2 ag,TNAP inh hi DEA,HMGR II inh,PPARg SRC-3 ag,TNAP inh no acc,PPARg SRC1 recr,TNAP act hi DEA
O=C(Cc1ccccc1)N1CCN=C1SCc1ccc([N+](=O)[O-])cc1,12,1538,0.9,0,-5,-2,-7,2,3,1.1
COC(=O)COc1ccc(S(=O)(=O)Nc2ccc3c(c2)OCO3)cc1,0,1392,1,15,0,1,3,-8,-1,1
O=C1CCCC2=C1C(c1ccccc1)C1C(=O)c3ccccc3C1=N2 (stereo not given),-29,1577,1.3,13,10,1,7,10,16,0.9
CC(C)C(=O)NN(C(=O)c1ccccc1)c1ccccc1,8,1590,0.9,-6,-5,-1,0,-10,-1,1.1
COc1ccc(/C=N/NC(=O)c2ccc(COc3ccccc3Cl)o2)cc1,8,1566,0.9,2,-1,-2,2,-9,9,1
C/C(=N\Nc1cc(N2CCOCC2)nc(C)n1)c1cccc([N+](=O)[O-])c1,-3,1537,1,1,-1,-1,4,0,14,1
Cc1ccc2nc(CCc3nc4ccc(C)cc4o3)oc2c1,4,1632,1,-2,-8,-1,-6,-9,-8,1.1
CCOC(=O)NCc1cc(-c2nn(C)c(=O)c3ccccc23)ccc1C,5,1611,0.9,4,-2,-2,-2,-8,2,1
Cc1cc(N2CCCC2=O)ccc1S(=O)(=O)Nc1c(C)nn(C)c1C,5,1531,0.9,8,4,-6,2,0,-3,1
CCN1C(=O)/C(=C\N2CCN(C)CC2)SC1=S,-4,1838,1,16,-5,6,13,-9,11,1
O=C(NCCF)[C@H]1C[C@@H]1[C@H](NP(=O)(c1ccccc1)c1ccccc1)c1ccccc1,38,1506,0.6,11,-2,-9,2,-10,8,1
O=C(NCc1cc(C(F)(F)F)cc(C(F)(F)F)c1)C12CN(Cc3ccccc3)CC1C(c1cccc([N+](=O)[O-])c1)=NO2 (stereo not given),11,1509,0.9,2,-3,1,7,14,4,1
Cc1ccc(C(=O)N/C(=C\c2ccc(-c3cc(Cl)ccc3Cl)o2)C(=O)NCc2cccnc2)cc1,41,1478,0.6,6,0,4,8,-4,4,1
c1ccc(-c2nc(NCc3cccnc3)c3ccccc3n2)cc1,1,1559,1,6,-5,4,2,-8,0,1
CC(=O)Oc1ccc2c(c1)c(C(C)=O)c(C)n2C,11,1535,0.9,-4,0,-4,5,-8,0,1
Cc1cc(C)nc(SCC(=O)Nc2ncc(Cc3ccc(Cl)c(Cl)c3)s2)n1,-1,1495,1,10,0,-4,-1,-5,-4,1
CCOC(=O)c1c(-c2cccc(C)c2)csc1NC(=O)C1CC=CCC1C(=O)O (stereo not given),-6,1563,1.1,6,-7,0,5,-8,4,1.1
C[C@H](NS(=O)(=O)c1ccc(Cl)c(Cl)c1)C(=O)OCc1cc(=O)n2cc(Br)ccc2n1,18,1634,0.8,5,1,-3,9,10,13,1
COc1ccc(-c2nnc(SCC(=O)NC3CCCCC3)o2)cc1OC,1,1726,1,9,-6,-2,4,-15,2,1.1
COc1ccc(/C=N/NC(=O)C(C)n2nnc3ccccc32)cc1OC (stereo not given),7,1548,0.9,8,-6,0,3,-12,1,1.1
Cc1ccc(NC(=S)Nc2ccc(S(=O)(=O)N3CCOCC3)cc2)cc1S(=O)(=O)N1CCOCC1,31,1707,0.7,7,-4,1,1,-31,9,1
COc1ccc(CN2CCCC(CNC(=O)c3ccc(F)cc3)C2)cc1OC (stereo not given),-17,1404,1.2,2,9,-1,3,-6,4,0.9
COCC(C)NC(=O)CCS(=O)(=O)c1nc(-c2ccc(OC)cc2)cc(C(F)(F)F)n1 (stereo not given),-7,1526,1.1,4,-7,-2,20,-10,3,1.1
COc1cccc(C(=O)NC2CCN(C(=O)N3CCCCC3)CC2)c1,-2,1421,1,-5,-1,-4,11,-1,-4,1
Nc1ccc(C(=O)OCC(=O)N2CCOCC2)cc1[N+](=O)[O-],-52,1399,1.5,11,4,-5,3,1,4,1
SMILES,bIAP inh,TR-FRET SRC-2 ct,bIAP act,PPARg SRC-2 ag,TNAP inh hi DEA,HMGR II inh,PPARg SRC-3 ag,TNAP inh no acc,PPARg SRC1 recr,TNAP act hi DEA
Cn1c(=O)cc(SCC(=O)NCC2CCCO2)c2ccc(Cl)cc21 (stereo not given),4,2967*,1,90*,1,-5,112*,3,63*,1
O=C(Cn1ccc2ccccc21)Nc1ccc2c(c1)OCO2,-12,1304,1.1,5,0,-2,2,-5,-2,1
O=C1C(C=NCC2CCCO2)=C(O)c2ccccc21 (stereo not given),-4,1719,1,12,-6,-4,10,-15,9,1.1
CN(CC(=O)N1CC=C(c2ccccc2)CC1)S(=O)(=O)c1ccc2c(c1)c(=O)n(C)c(=O)n2C,-7,1468,1.1,2,-7,-14,-12,12,-4,1.1
CCn1cc(C(=O)N2CCN(Cc3ccc4c(c3)OCO4)CC2)c(=O)c2ccc(C)nc21,-4,1496,1,1,-6,1,-7,-21,-1,1.1
COc1cc(CN2CCN(C(=O)c3ccc(-c4ccccc4)cc3)CC2)cc(OC)c1OC,0,1456,1,1,-3,4,2,-6,6,1
CC(C)NC(=O)COC(=O)c1ccc(Cl)c(S(N)(=O)=O)c1,13,1585,0.9,10,1,-1,6,-7,4,1
NS(=O)(=O)c1ccc(NC(=S)N2CCN(c3ccccc3Cl)CC2)cc1,4,1639,1,4,3,-1,2,-16,8,1
CC(=O)Nc1ccc(S(=O)(=O)Nc2nccc(C3Cc4ccccc4C(=O)O3)n2)cc1 (stereo not given),5,1416,0.9,2,0,-4,-2,-5,0,1
CC(C)(C)OC(=O)N1CCC[C@H]1c1nnc(SCc2c(Cl)cccc2Cl)o1,-12,1516,1.1,-6,-4,-5,-2,-7,-6,1
CCOC(=O)C1(Cc2ccccc2)CCN(Cc2ccc(COC)o2)CC1,-4,1456,1,2,-3,-2,-2,-8,0,1
CC(=O)Nc1ccc(NC(=O)CSc2nnc(CNc3ccc(F)cc3)n2CC2CCCO2)cc1 (stereo not given),-6,1401,1.1,3,-6,2,2,-15,11,1.1
